Cneo AK release – Cryptococcus neoformans lysis via adenylate kinase release. C. neoformans lysis, adenylate kinase release luminescence, 4 h; normalised: neutral wells 0, clomiphene wells 100. lysis activity, % at 15 µM. hit rate 0.2% among 360,000;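 active means mean lysis activity across replicates of at least 80%, whatever share of replicates individually reach that level; inactive means mean lysis activity below 80%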
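Assay system: log-phase C. neoformans yeast / Quantity: yeast cell density of 5 × 10^6 cells/mL / Medium: fresh YPD growth medium / Compound: single dose / Timing: static 4 h at 37 °C with compound, 1 h detection / Measured by: adenylate kinase release luminescence / Read-out: lysis from increased AK signal / Benchmarks: Clomiphene as positive lysis control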
PAX8 inh HTS – lowers PAX8-driven luciferase in RMG-I cells. AID 652154. hit rate 1.2% among 360,000. RMG-I TPO-luciferase reporter, SteadyGlo, 24 h. inhibition, % at 12.6 µM;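 active means mean replicate inhibition at least 60% with every replicate also reaching 60%; inconclusive means only one of the two criteria is met; inactive means mean below 60% and not all replicates reaching 60%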;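 further: luciferase light reporting Pax8 driven TPO promoter activity; plate controls were median of neutral control wells for no effect and mitoxantrone controls for full effect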
EWS-Fli inh – blocks EWS/Fli oncoprotein-driven transcription | hit rate 0.67% among 350,000 | A673 NR0B1-luciferase reporter, viability-normalised | inhibition, % at 12.6 µM | AID 651661;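 active means mean inhibition of at least 50% after viability correction, with every replicate also passing that limit; inconclusive means mean reaches 50% but only one of two replicates passes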;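 further: firefly luciferase signal divided by Alamar Blue viability fluorescence both relative to DMSO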
CASP6 VEID inh – blocks human caspase-6 cleavage activity | P55212 | purified caspase-6, Z-VEID-R110 cleavage fluorescence | inhibition, % at 12.5 µM | hit rate 0.53% among 350,000;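 active means mean inhibition across replicates at least about 35%, with every replicate also reaching that limit, limit read from the data; inconclusive means only one of the two criteria met; inactive means neither criterion met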;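 further: 0% = median of neutral control wells and 100% = no fluorescence left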
Target sequence (P55212 24-179 limits assumed): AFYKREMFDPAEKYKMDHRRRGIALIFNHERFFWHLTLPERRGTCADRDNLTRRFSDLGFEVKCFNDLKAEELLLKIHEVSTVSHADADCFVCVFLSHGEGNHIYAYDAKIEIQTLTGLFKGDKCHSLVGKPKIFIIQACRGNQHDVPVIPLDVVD
Target sequence (P55212 194-293 limits assumed): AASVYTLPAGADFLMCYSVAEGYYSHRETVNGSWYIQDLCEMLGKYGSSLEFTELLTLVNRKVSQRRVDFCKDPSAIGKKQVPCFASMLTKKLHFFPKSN
PGC1a acetyl inh – lowers PGC1a acetylation signal in U2OS cells. AlphaScreen anti-acetyl-lysine; with virally co-expressed GCN5 acetyltransferase. inhibition, % at 15.6 µM. hit rate 0.17% among 350,000;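 active means every replicate shows inhibition of at least 40%; inconclusive means mean inhibition at least 40% but some replicate below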;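 further: 0% = neutral control wells and 100% = positive control wells; some results beyond the cut were filed as inactive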
FN deposit inh – fibronectin deposition inhibition | AID 743247 | AH1F fibroblasts, Alexa488-fibronectin deposition fluorescence, overnight | hit rate 0.086% among 350,000 | inhibition, % at 12.6 µM;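 active means mean inhibition across replicates of 30% or more, regardless of how many single replicates reach that level; inconclusive means mean under 30% yet at least half of replicates reach 30%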;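 further: positive control wells lacked labelled fibronectin entirely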
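material = AH1F fibroblast monolayer depositing Alexa488-labelled fibronectin into matrix | amount = 10000 AH1F cells/well | buffer or medium = DMEM plus 2% serum, read in PBS | incubation = 1 h cell adhesion before compound, then overnight fibronectin incubation | detection = fluorescence at 485 nm excitation, 525 nm emission | evaluation = percent inhibition as loss of matrix-bound fibronectin fluorescence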
miR-122 sensor – miR-122 inhibition in Huh7 cells; Huh7 miR-122 Renilla luciferase sensor, 48 h; neutral wells = 0, positive control = 100; activation (reporter increase), % at 12.5 µM; hit rate 0.3% among 340,000; AID 602342;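 active means mean replicate activation score at least 90 and every replicate individually at or above 90; inconclusive means only one of the two criteria met; inactive means neither criterion met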;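 further: higher luciferase means less miR-122 activity so hits act as miR-122 inhibitors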
LGR2 inh – blocks bursicon-induced cAMP signaling via Drosophila LGR2; inhibition, % at 9.99 µM; hit rate 0.35% among 380,000; HEK293 LGR2, CRE-luciferase, bursicon-stimulated, 4 h;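 active means drop in luminescence signal, shown as inhibition above about 50% in the replicate tests, limit read from the data, passing the limit was not always enough; inconclusive means probably only some replicates passing the limit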;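 further: agonist challenge used bursicon conditioned medium at about half maximal strength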
Numbers without * were called inactive; ? = inconclusive; nt = no result given; [ ] = dose if it differs, or a comment. No enrichment for hits; overall some 2.5% were active at least once.

SMILES | Cneo AK release | PAX8 inh HTS | EWS-Fli inh | CASP6 VEID inh | PGC1a acetyl inh | FN deposit inh | miR-122 sensor | LGR2 inh
CCNC(=O)C1(C)CCCN(Cc2noc(-c3ccccc3OC)n2)C1 (stereo unspecified) | 4 | 17 | 3 | -2 | 11 | nt | -3 | 4
Cc1nnc(SCCc2ccccc2)[nH]c1=O | 6 | -9 | nt | nt | -1 | 4 | -3 | nt
CCn1c(=O)c2cc(C(=O)NCCC(C)C)sc2c2ccccc21 | 2 | -6 | 4 | 0 | -9 | -2 | nt | -9
O=S(=O)(c1ccccc1)N1CCN(c2cccc(Cl)c2)CC1 | -2 | -30 | 3 | -2 | -10 | 6 | 3 | -6
Cn1cccc1C(=O)NC(=O)COC(=O)c1ccc(O)cc1 | -1 | nt | nt | nt | 12 | nt | -2 | 8
CCOc1ccc(NC(=O)CN(C)C(=O)COc2cccc(CC)c2)cc1OCC | 2 | 1 | 0 | 2 | -12 | -4 | -5 | -7
CCN(CCNC(=O)C1CCC(=O)N1Cc1ccc(C)cc1)c1ccccc1 (stereo unspecified) | nt | 5 | 4 | -3 | -2 | -3 | -5 | -5
O=C(N[C@H]1CC[C@H](CC(=O)N2CCc3ccccc3C2)O[C@H]1CO)C1CCOCC1 | -8 | 5 | -2 | -2 | -11 | -5 | -6[16.7 µM] | 3
O=C(c1ccc2c(c1)OCO2)N1CCN(S(=O)(=O)N2CCCCC2)CC1 | -2 | 5 | -3 | -2 | 13 | 5 | -1 | -1
C[C@H]1CN([C@@H](C)CO)C(=O)c2cc(NC(=O)CCN3CCOCC3)ccc2O[C@@H]1CN(C)Cc1ccc(Oc2ccccc2)cc1 | -10 | nt | 5 | -4 | 3 | 5 | -5[16.7 µM] | 12
CCOc1ccc(N2CC(C(=O)N3CCc4ccccc4C3)CC2=O)cc1 (stereo unspecified) | 3 | nt | nt | nt | 10 | nt | 4 | -6
Cc1[nH]c(=O)sc1C(=O)NCc1ccc([N+](=O)[O-])cc1 | 0 | 8 | -6 | 1 | nt | -3 | nt | 2
C[C@@H]1CN([C@@H](C)CO)C(=O)c2cc(NC(=O)NC3CCCCC3)ccc2O[C@@H](C)CCCCO[C@@H]1CN(C)C(=O)CCCN(C)C | -2 | -12 | -16 | 0 | 8 | nt | 9[16.7 µM] | 17
COc1cc(Cl)ccc1OCc1cc(C(=O)NCC(C)c2ccccc2)no1 (stereo unspecified) | -1 | -20 | 3 | -1 | 6 | 11 | -7 | -7
O=C(COC(=O)c1ccc(NS(=O)(=O)c2ccc3c(c2)OCCO3)cc1)NC1CCS(=O)(=O)C1 (stereo unspecified) | nt | 26 | 8 | 4 | 10 | 2 | nt | -10
O=C(C[C@H]1C=C[C@@H](NC(=O)Nc2ccc(C(F)(F)F)cc2)[C@@H](CO)O1)NCc1cccc(F)c1 | nt | 12 | -9 | nt | -11 | nt | -16[16.7 µM] | -11
COCCNC(=O)c1ccc(-n2c(SCc3cccnc3)nc3ccccc3c2=O)cc1 | -3 | -11 | 1 | -2 | nt | nt | -6 | 11
COc1ccc(OC)c(Nc2c3c(nc4ccccc24)CCC3)c1 | -1 | 35 | 57* | -1 | -3 | 4 | 17 | -19
CCOC(=O)C1CCCN(CC(=O)NC2=Nc3ccccc3N=C(C)C2c2ccccc2)C1 (stereo unspecified) | 0 | -1 | nt | nt | -3 | 1 | 0 | nt
COc1ccc(C(C)C)cc1S(=O)(=O)NCC1CCCO1 (stereo unspecified) | -1 | 5 | 8 | 2 | 1 | 0 | 9 | -1
O=C(NCc1ccco1)C1Cc2c(-c3cccc(F)c3)ccnc2O1 (stereo unspecified) | -2 | 31 | 54* | 2 | -40 | 13 | 2 | -22
COc1ccc(S(=O)(=O)NCCC(=O)N2CCCC2)cc1N(C)S(C)(=O)=O | 1 | -7 | -5 | -2 | 6 | -2 | -6 | 11
CC1(c2nnc(Cc3ccccc3)o2)CC(c2cccc([N+](=O)[O-])c2)=NO1 (stereo unspecified) | 0 | 5 | -5 | 2 | -4 | -6 | -10 | 14
C[C@H](CO)N1C[C@H](C)[C@@H](CN(C)S(=O)(=O)c2cn(C)cn2)Oc2cc(C#Cc3ccc(F)cc3)ccc2S1(=O)=O | -7 | 0 | -5 | 0 | -2 | nt | 25[16.7 µM] | -3
COC(=O)Cc1ccc(NC(=S)NCCCO)cc1 | -2 | nt | nt | nt | -7 | 8 | 3 | nt
O=C(N/N=C\c1ccc(OCC(=O)N2CCCC2)cc1)C(=O)Nc1ccccc1F | 1 | -10 | -16 | -1 | nt | -4 | 4 | -11
CCC(c1nc2ccccc2[nH]1)N(CCCn1ccnc1)C(=O)c1ccc(C(F)(F)F)cc1 (stereo unspecified) | 2 | 15 | 8 | -4 | -5 | 2 | -2 | -1
CCCNCc1cc(OC)c(OCCC)cc1Cl | 2 | nt | nt | nt | -5 | -10 | -11 | nt
CC1(C)CC(=O)C=C(c2cccc3c2Oc2ccccc2S3)C1 | 0 | 10 | 15 | 0 | nt | 0 | nt | 7
COCCOC(=O)c1c(C)oc2ccc(OS(C)(=O)=O)cc12 | nt | -31 | 9 | -1 | nt | -1 | nt | 5

Complete entries as entered above:
Entry for CCCNCc1cc(OC)c(OCCC)cc1Cl → Cneo AK release: 2; PAX8 inh HTS: nt; EWS-Fli inh: nt; CASP6 VEID inh: nt; PGC1a acetyl inh: -5; FN deposit inh: -10; miR-122 sensor: -11; LGR2 inh: nt
Entry for O=C(NCc1ccco1)C1Cc2c(-c3cccc(F)c3)ccnc2O1 (stereo unspecified) → Cneo AK release: -2; PAX8 inh HTS: 31; EWS-Fli inh: 54*; CASP6 VEID inh: 2; PGC1a acetyl inh: -40; FN deposit inh: 13; miR-122 sensor: 2; LGR2 inh: -22

The listing continues.
SMILES | Cneo AK release | PAX8 inh HTS | EWS-Fli inh | CASP6 VEID inh | PGC1a acetyl inh | FN deposit inh | miR-122 sensor | LGR2 inh
Cc1ccc(-c2csc(NC(=O)c3cccc(S(=O)(=O)N4CCN(C)CC4)c3)n2)cc1 | 0 | 18 | nt | nt | -40 | 2 | 2 | nt
COc1ccccc1C1CCN(C(=S)Nc2ccc(Br)cc2)CC1 | 6 | 3 | 1 | -1 | -2 | 4 | 4 | 11
Nc1nc(SCC(=O)Nc2ccc(Cl)c([N+](=O)[O-])c2)n[nH]1 | 0 | -3 | 7 | -3 | nt | 0 | nt | -4
CCOC(=O)C1=C(C)N(CCCC(=O)O)C(=O)NC1c1ccccc1OS(=O)(=O)c1ccccc1[N+](=O)[O-] (stereo unspecified) | 0 | -12 | 1 | 5 | nt | -1 | nt | -26
CN1CCN(C2=NCCO2)CC1 | 0 | 1 | 0 | -35 | nt | 0 | nt | 16
C[C@H](CO)N1C[C@H](C)[C@@H](CN(C)Cc2ccc3c(c2)OCO3)OCCCC[C@H](C)Oc2ccc(NC(=O)C3CCCCC3)cc2C1=O | 1 | 10 | 5 | -1 | nt | nt | 2[16.7 µM] | -23
Cc1nn(-c2ccccc2Cl)c2sc(C(=O)Nc3nnc(C4CC4)s3)cc12 | nt | 13 | 14 | nt | nt | 1 | nt | -1
COc1ccc(Br)c(C(=O)OCc2cc(=O)oc3cc(C)ccc23)c1 | 4 | -1 | -10 | -1 | 4 | 4 | -8 | -7
CN(C)c1ccc2c(c1)[C@H]1C[C@@H](CC(=O)N3CCc4ccccc4C3)O[C@@H](CO)[C@H]1O2 | 50 | -1 | -1 | 5 | 0 | nt | -8[16.7 µM] | 9
CSc1ccc(CN(C)C(=O)c2cccc(S(=O)(=O)NCc3ccccc3)c2)cc1 | -1 | 4 | 4 | -96 | nt | -11 | 10 | -5
C/C(=N\Nc1ccccc1[N+](=O)[O-])c1ccc(N2CCOCC2)cc1 | nt | -133 | -75 | -4 | nt | -11 | nt | -51
CCN1C(=O)/C(=C/C=C2/Sc3ccccc3N2CCO)SC1=S | 0 | -16 | -40 | nt | 9 | nt | -7 | 4
O=C(CN1CCc2ccccc21)NC(c1ccccc1)c1ccccc1 | 1 | 19 | 15 | -2 | 7 | 1 | -5 | 1
C[C@H]1CN([C@@H](C)CO)C(=O)Cc2cc(NC(=O)C3CC3)ccc2O[C@@H]1CN(C)Cc1ccc2c(c1)OCO2 | -4 | 7 | -1 | -1 | -13 | nt | 4[16.7 µM] | 8
C[C@@H]1CCCCO[C@H](CN(C)C(=O)Nc2ccc(C(F)(F)F)cc2)[C@@H](C)CN([C@H](C)CO)C(=O)c2cc(NS(=O)(=O)c3ccccc3)ccc2O1 | 1 | 7 | 3 | 0 | 0 | 4 | 13[16.7 µM] | -1
O=C(N=C1SC2CS(=O)(=O)CC2N1c1ccc(Br)cc1Cl)C1CC1 (stereo unspecified) | -1 | -16 | 4 | 2 | -1 | 5 | 2 | 2
CCc1cnc(N2[C@H](C#N)[C@@H](c3ccc(-c4cccc(F)c4)cc3)[C@@H]2CO)s1 | -4 | 6 | 3 | -3 | -13 | -2 | nt | -2
CC(C)CC(=O)NC(=S)Nc1ccc(Cl)cn1 | 42 | -96 | -16 | 1 | nt | -1 | -2 | -36
CCCN(CCC)C(=O)c1oc2ccccc2c1NC(=O)Cc1cccc(OC)c1 | -2 | -3 | 19 | 3 | nt | 5 | nt | -4
CCCCCCCC(=O)NNC(=O)c1c(O)c2ccccc2[nH]c1=O | -3 | -2 | 3 | 1 | 5 | -6 | -5 | 7
O=C(C[C@H]1CC[C@@H]2[C@H](COC[C@H](O)CN2Cc2cc(F)ccc2F)O1)NCc1ccc(F)cc1 | -1 | -7 | -48 | -2 | 5 | -10 | 3[16.7 µM] | -6
COc1ccc(Cl)cc1-c1csc(N)n1 | nt | 9 | -13 | 1 | 8 | -13 | nt | -6
O=C(Cc1ccncc1)N[C@@H]1CC[C@H](CCn2cc(-c3ccccc3F)nn2)O[C@H]1CO | -2 | -2 | -6 | 1 | -1 | 12 | -10[16.7 µM] | -2
CCCCOc1ccc(N2C(=O)CC(NCCc3ccc(S(N)(=O)=O)cc3)C2=O)cc1 (stereo unspecified) | 1 | 44 | nt | nt | 14 | -7 | 4 | nt
CN(C)C(=O)c1cccc(-c2ccc([C@H]3[C@@H](CO)N4CCCCN(CC5CCOCC5)C[C@@H]34)cc2)c1 | 43 | -9 | -7 | -3 | -8 | -4 | 4[16.7 µM] | 11
Cc1ccccc1NC(=O)CCC(=O)N/N=C/c1cccnc1 | -1 | 10 | nt | 2 | nt | 3 | -3 | 7
CN1C(=O)c2cc(NC(=O)c3ccc(F)cc3)ccc2OC[C@H]2O[C@@H](CC(=O)NCC3CC3)CC[C@@H]21 | 3 | 4 | 4 | 2 | 0 | -1 | -3[16.7 µM] | 19
C[C@@H]1CN([C@@H](C)CO)C(=O)c2cc(-c3ccccc3)cnc2O[C@@H]1CN(C)C(=O)C1CCCCC1 | -4 | nt | 1 | 2 | -7 | nt | 18[16.7 µM] | -1
CC(Nc1nc(-c2cccc(Br)c2)cs1)c1nc2cc(Cl)c(N3CCCCC3)cc2n1CCOCCO (stereo unspecified) | -6 | -11 | -4 | 1 | nt | 8 | nt | -1
CCCc1cc(=O)[nH]c(SCC(=O)c2c(N)n(CC(C)C)c(=O)n(C)c2=O)n1 | 0 | 54 | 62* | -1 | -8 | 1 | 2 | 12
Cc1cc2oc(=O)cc(CN3CCC(C)CC3)c2cc1C | 0 | -36 | -63 | -2 | ? | 1 | -5 | -7

Screening results as filed in PubChem BioAssay.
